CHO-K1 Ca ag – counter-screen for M1 agonists: effect in parental CHO-K1 cells | AID 602248, 2012 | hit rate 0.48% among 360,000 | activation, % at 3 µM | Fluo-8 calcium fluorescence; scaled to maximal ATP response, vehicle zero; in the data active = activation above about 15%;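 note: untransfected CHO-K1 host cells lacking M1 receptor as counterscreen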
CHO-K1 Ca antag – nonselective inhibitor or artifact in parental CHO-K1 cells. ATP-induced calcium, Fluo-8 fluorescence. inhibition, % at 3 µM. hit rate 0.6% among 360,000;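 active = inhibition above a per-plate cutoff, the plate's mean sample inhibition plus 3 SD, cut at about 24% in these data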;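 note: 0% = DMSO plus EC80 ATP and 100% = DMSO alone without ATP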
TAAR1 agonist – human TAAR1 agonists, primary screen, Fluo-8 calcium fluorescence, CHO RD-HGA16 cells; vehicle wells 0%, saturating PEA agonist 100%; activation, % at 3 µM; hit rate 0.99% among 360,000; AID 624467, 2012;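 active = activation above the mean activation of all test compounds in the run plus 3 SD, cut at about 38% in these data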
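Assay system: CHO-derived RD-HGA16 cells with stable Gα16 and human TAAR1; timing: 17-24 h seeding, 75 min 37 °C dye, 30 min RT; read-out: % activation from peak over basal fluorescence ratio, DMSO-to-PEA scaled; measured by: kinetic Fluo-8 calcium fluorescence; benchmarks: low control DMSO, high control PEA (EC100); doses: 3 µM single concentration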
CHRM1 antagonist – human M1 muscarinic receptor antagonists, primary screen, CHO-K1 cells, Fluo-8 calcium fluorescence, 1536-well | Muscarinic acetylcholine receptor M1 (Homo sapiens), P11229 | CHO-K1 hM1, ACh EC80 antagonist | inhibition, % at 3 µM | hit rate 1.3% among 360,000 | AID 588852, 2011;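 active = percent inhibition above its own plate's cutoff, namely the mean of that plate's compound wells plus 3 SD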;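 note: peak over basal fluorescence ratio during 140 s after agonist addition; 0% = ACh EC80 plus DMSO and 100% = DMSO alone without agonist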
Target sequence (P11229 whole entry, looked up): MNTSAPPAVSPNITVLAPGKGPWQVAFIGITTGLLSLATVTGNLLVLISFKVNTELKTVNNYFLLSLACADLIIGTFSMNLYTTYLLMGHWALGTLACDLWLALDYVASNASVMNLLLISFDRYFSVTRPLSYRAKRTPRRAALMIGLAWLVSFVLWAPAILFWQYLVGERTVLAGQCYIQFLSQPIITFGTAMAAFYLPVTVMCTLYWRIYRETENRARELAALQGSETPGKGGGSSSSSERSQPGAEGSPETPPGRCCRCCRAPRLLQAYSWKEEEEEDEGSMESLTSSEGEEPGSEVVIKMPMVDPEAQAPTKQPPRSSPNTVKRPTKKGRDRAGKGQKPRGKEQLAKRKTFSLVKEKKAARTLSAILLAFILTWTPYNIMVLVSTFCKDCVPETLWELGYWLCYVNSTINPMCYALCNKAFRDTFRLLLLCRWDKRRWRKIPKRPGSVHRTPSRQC
OXTR potentiate – human OXTR potentiators, primary screen, fluorescence, CHO-OTR cells, Fluo-8 calcium | Oxytocin receptor (Homo sapiens), P30559 | activation, % at 3 µM | hit rate 0.061% among 320,000 | Fluo-8 calcium fluorescence, potentiator mode; 0% = oxytocin EC15, 100% = EC100;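 active = activation above that plate's cutoff, the mean activation of tested compounds plus 3 SD, cut at about 6.6% in these data, passing the limit was not always enough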;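 note: 100% uses oxytocin at 75 nM as the full agonist control; some results filed as inactive read as strong as hits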
Target sequence (P30559 whole entry, looked up): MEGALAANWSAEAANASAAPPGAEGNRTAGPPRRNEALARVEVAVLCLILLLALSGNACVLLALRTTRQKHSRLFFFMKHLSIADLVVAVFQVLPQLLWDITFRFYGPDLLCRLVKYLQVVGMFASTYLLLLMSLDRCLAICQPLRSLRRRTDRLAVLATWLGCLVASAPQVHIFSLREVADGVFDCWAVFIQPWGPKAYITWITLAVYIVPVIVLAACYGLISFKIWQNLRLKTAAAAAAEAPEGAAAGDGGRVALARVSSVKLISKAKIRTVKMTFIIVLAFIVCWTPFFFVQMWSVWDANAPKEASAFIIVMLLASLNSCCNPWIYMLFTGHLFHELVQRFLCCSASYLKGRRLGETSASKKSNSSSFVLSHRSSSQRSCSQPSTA
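System: human OTR in CHO cells / Also added: sub-maximal oxytocin, roughly EC15 / Control set: EC15 oxytocin low, 75 nM oxytocin high / Schedule: 6 min compound pre-incubation at room temperature, 100 s kinetic read / Compound: single-point 3.0 µM / Replication: singlicate / Technique: Fluo-8 calcium dye fluorescence / Read-out basis: % activation of max/min ratio relative to oxytocin controls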
TAAR1 antagonist – human TAAR1 antagonists, primary screen, Fluo-8 calcium fluorescence, CHO RD-HGA16 cells | Trace amine-associated receptor 1 (Homo sapiens), Q96RJ0 | antagonist | inhibition, % at 3 µM | hit rate 1.5% among 360,000 | AID 624466, 2012;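 active = inhibition above a per-plate cutoff, the mean inhibition of test compounds on that plate plus 3 SD, cut at about 49% in these data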;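 note: 0% = DMSO plus EC80 beta-PEA response and 100% = DMSO alone without agonist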
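test system = CHO RD-HGA16 cells bearing hTAAR1 | replication = singlicate | controls = DMSO-only wells and EC80 β-PEA-stimulated wells | reagent = EC80 β-phenethylamine stimulus | read-out basis = percent inhibition of PEA-evoked calcium signal, max/basal emission ratio | schedule = seeding 17-24 h prior, 75-min 37 °C, 30-min RT dye loading | signal = kinetic Fluo-8 calcium fluorescence measurement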
CHO parental Ca – ATP-evoked calcium signal inhibitors, parental CHO, primary screen, counter-screen for OX1R antagonist project, cell-based, fluorescence, Fluo-8 calcium dye | parental CHO-K1, ATP-induced calcium, Fluo-8 fluorescence | inhibition, % at 5.6 µM | hit rate 0.63% among 330,000 | AID 463079, 2010;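 active = inhibition above that plate's mean sample inhibition plus 3 SD, cut at about 26% in these data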;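 note: 0% = ATP-challenged DMSO wells and 100% = DMSO wells without ATP; some compounds past the cut are filed as inactive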
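test system = CHO parental line | reagent = ATP stimulus | measured by = intracellular calcium via Fluo-8 no-wash fluorescent dye | control set = ATP and no-ATP DMSO wells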
M1 PAM parental – nonselective calcium activators in parental CHO-K1 cells, primary screen, counter-screen for M1 PAM project, cell-based, Fluo-8 calcium fluorescence, full deck, 1536-well; activation, % at 3 µM; hit rate 0.02% among 360,000; ATP EC20; 0% at ATP EC20, 100% at ATP max;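 active = activation above the run cutoff, the mean activation of all test compounds plus 3 SD, cut at about 40% in these data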;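 note: peak over basal fluorescence ratio in a 140 s read after ATP addition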
CHRM1 agonist – human M1 muscarinic receptor agonists, primary screen, Fluo-8 calcium fluorescence, CHO-K1 cells, HTS; Muscarinic acetylcholine receptor M1 (Homo sapiens), P11229; CHO-K1 hM1, agonist mode; 0% DMSO, 100% acetylcholine EC100; activation, % at 3 µM; hit rate 0.33% among 360,000; AID 588814, 2011;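 active = activation above the run's mean compound activation plus 3 SD, cut at about 16% in these data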;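 note: peak over basal fluorescence ratio within a 140 s kinetic read after compound addition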
An asterisk follows results filed as active; . = no result given. Outcome played no part in choosing rows; about 4.2% have a hit in one of these screens.

SMILES	CHO-K1 Ca ag	CHO-K1 Ca antag	TAAR1 agonist	CHRM1 antagonist	OXTR potentiate	TAAR1 antagonist	CHO parental Ca	M1 PAM parental	CHRM1 agonist
C=CCSC1=C(C#N)C(c2ccccc2)CC(=O)N1 (stereo not given)	0.2	4	9	-3	0	9	-10	8	-3
Cc1c(Br)c([N+](=O)[O-])nn1CC(=O)Nc1nccs1	1.2	-6	7	-6	-3	-17	-8	1	-2
CO/N=C/NC(=O)c1c(OC)ccnc1Oc1ccc(F)cc1	0.1	-18	3	-1	4	-18	-4	-8	6
Cc1ccc2c(c1)OC(=O)CC2c1ccccc1 (stereo not given)	0.0	-1	-1	-9	-13	-2	1	12	-5
CN(C(=O)COC(=O)COc1ccc2ccccc2c1)c1c(N)n(Cc2ccccc2)c(=O)[nH]c1=O	0.1	5	9	-14	-5	-2	-10	2	-2
CC(C)C[C@@H](CNCC(=O)[C@H](Cc1c[nH]c2ccccc12)NC(=O)c1[nH]cnc1C(=O)N[C@@H](C)CN)NC(=O)c1nc[nH]c1C(=O)N[C@@H](Cc1ccccc1)C(=O)O	0.3	-9	4	-14	.	-1	.	8	-2
COc1ccc(CN(C(=O)c2oc3cc(C)ccc3c2C)C2CCS(=O)(=O)C2)cc1OC (stereo not given)	1.8	10	1	-3	-3	-20	-18	-5	4
CCOc1ccc(N2CC(C(=O)N3CCCc4ccccc43)CC2=O)cc1 (stereo not given)	4.2	-10	7	-15	-5	9	-26	10	-2
O=C(NC1CC1)c1ccc2nc([C@@H]3O[C@H](CO)[C@H](O)[C@H](O)[C@H]3O)[nH]c2c1	0.0	10	1	-10	.	-5	.	-11	3
COc1ccc(C)cc1NC(=O)c1ccc([N+](=O)[O-])cc1[N+](=O)[O-]	1.8	-17	9	0	2	-6	-13	20	-3
Cc1ccc2c(COC(=O)c3ccccc3F)cc(=O)oc2c1	-0.5	16	1	0	-4	-2	-11	-16	-4
CC(C)(C)c1cc(C(=O)NNC(=O)Nc2cccc(Cl)c2)n(Cc2ccccc2)n1	0.2	29*	1	16	-15	1	6	-23	-6
O=C(c1ccco1)N1CCN(c2ncnc3c(-c4ccccc4)nsc23)CC1	3.8	-12	14	0	-12	25	-4	-10	2
COc1ccc(C2NC3=C(CCC3)C3(C#N)C4(N=C(N)C23C#N)OCCO4)cc1 (stereo not given)	0.5	-3	9	-6	2	13	-8	7	-4
COCC(C)N=C1NN=C(c2cc(C)n(Cc3ccccc3Cl)c2C)CS1 (stereo not given)	7.4	2	20	15	-14	-9	-5	10	-8
CN(C)CCN(C)C1CN(CCc2ccccc2)S(=O)(=O)C1 (stereo not given)	0.3	14	14	-2	.	-21	.	0	-10
COC(=O)c1sc2nc(SCc3ccccc3C)n(N)c(=O)c2c1C	8.9	-5	1	0	-4	-22	-3	21	-4
Cc1cccc(C)c1NC(=O)C1CCCN1C(=O)Nc1cccc(F)c1 (stereo not given)	0.4	-9	6	1	-5	8	-5	2	-3
COc1ccc(/C=C(\NC(=O)c2ccccc2Cl)C(=O)NCCCC(=O)O)cc1	2.8	-12	10	-5	.	-3	.	25	-2
CCN(CC)S(=O)(=O)c1cccc(NC(=O)C2SC(=Nc3ccc(C)cc3C)C(C(=O)NC(C)COC)=C2N)c1 (stereo not given)	0.2	18	0	-8	-6	-4	-10	10	-2
O=[N+]([O-])c1ccc(C2=NN(c3ccccc3)C(c3ccco3)C2)cc1 (stereo not given)	71*	59*	89*	71*	.	61*	.	-16	78*
COc1cccc(CNCCSc2nnnn2C)c1	0.2	-6	7	-2	-4	-1	-13	13	-7
O=C(NCc1ccccn1)c1ccco1	0.0	-6	1	-6	0	6	-9	0	-5
COc1cccc(CN2CCNC(=O)C2CC(=O)NCCOc2cccnc2)c1 (stereo not given)	0.3	-7	11	-11	4	-8	-7	20	-5
C=CCCC(=O)N1CCC(n2nccc2NC(=O)c2ccccc2C)CC1	0.9	-11	0	-14	-2	-6	2	21	-1
Cc1ccc(S(=O)(=O)N(CC(=O)N2CCC(C)CC2)c2cccc(C)c2)cc1	0.3	6	0	-2	-5	-8	-28	-1	-6
CCOC(=O)/C(N=Nc1cc(C(=O)O)cc(C(=O)O)c1)=C(\O)CCl	0.3	-7	-1	-12	2	0	-1	23	1
CCOc1ccc(C(C)=O)cc1COC(=O)c1cc([N+](=O)[O-])ccc1N1CCOCC1	0.1	7	1	-3	-10	-16	-35	-13	-3
CCn1c(SCC(=O)NC2CCCCC2)nc2ccccc2c1=O	1.2	7	0	-9	-6	-4	0	10	-1
CCOC(=O)N1CCN(C(=O)C(NC(=O)c2ccco2)C(C)C)CC1 (stereo not given)	1.1	-13	2	-4	-4	5	-17	25	-3
CCOC(=O)N1[C@@H]2C=C(C)[C@@H]2[C@@H]2[C@@H](C)C(=O)N21	1.8	-17	1	-19	1	-9	-3	22	-4
CCCOc1ccc(N)cc1N	0.8	-1	9	18	-3	11	-4	1	0
O=C(COC(=O)c1cccc(Cl)c1Cl)NC1CCCC1	2.0	-3	2	-7	-13	-5	2	12	-5
O=C(NNC(=S)Nc1ccccc1)C1CCCCC1	-0.1	4	-1	-4	6	4	-12	-12	-4
O=C(Nc1cccc2ccccc12)N1CCCN(c2c(Cl)cncc2Cl)CC1	2.9	-2	5	-2	4	26	-16	14	-3
O=C(Nc1ccc(F)cc1)c1cc(S(=O)(=O)N2CCCCC2)cs1	5.9	6	6	0	-8	16	-2	11	-2
O=C(C1=C(O)C(=O)N(Cc2cccnc2)C1c1cccc(Oc2ccccc2)c1)c1ccco1 (stereo not given)	0.1	-6	2	-9	-8	-5	-19	4	-5
CC(C)C(=O)N/N=C/c1ccc(OCc2ccccc2)cc1	3.0	-6	9	-24	-7	-3	-1	21	-1
CC(=O)C1=C(O)CC(C)(C)CC1=NCc1nc2ccccc2[nH]1	2.8	-1	0	14	-8	-12	-18	-12	-7
CC(NC(=O)COC(=O)Cc1ccc(Cl)cc1)c1ccccc1 (stereo not given)	-0.7	-11	1	-3	-1	-20	-13	12	-4
Cc1ccc(CNC(=S)N(C)C)cc1	3.2	0	2	-14	-4	-20	-18	7	-1
C=C(C)Cn1c2ccc(NC(=O)NCCc3ccccc3)cc2c(=O)n1C	0.6	1	5	-10	.	16	.	1	-3
Cn1c(-c2ccccc2)c(C#Cc2ccc(N)cc2)c2ccccc21	-0.8	-19	0	-3	-3	13	-12	-2	-13
CCCC(O)(c1ccc(Cl)cc1)C(CN1CCOCC1)c1ccccc1 (stereo not given)	-0.3	0	6	61*	0	-34	-37	0	-8
CCCCC[n+]1ccn(C2=C([O-])c3ccccc3C(=O)/C2=N\S(=O)(=O)c2ccc(Cl)cc2)c1	0.7	-11	2	5	2	-12	-11	6	-8

A different layout for 3 compounds above:
smiles | CHO-K1 Ca ag | CHO-K1 Ca antag | TAAR1 agonist | CHRM1 antagonist | OXTR potentiate | TAAR1 antagonist | CHO parental Ca | M1 PAM parental | CHRM1 agonist
O=C(COC(=O)c1cccc(Cl)c1Cl)NC1CCCC1 | 2.0 | -3 | 2 | -7 | -13 | -5 | 2 | 12 | -5
CCOC(=O)N1[C@@H]2C=C(C)[C@@H]2[C@@H]2[C@@H](C)C(=O)N21 | 1.8 | -17 | 1 | -19 | 1 | -9 | -3 | 22 | -4
COCC(C)N=C1NN=C(c2cc(C)n(Cc3ccccc3Cl)c2C)CS1 (stereo not given) | 7.4 | 2 | 20 | 15 | -14 | -9 | -5 | 10 | -8

The list goes on:
SMILES	CHO-K1 Ca ag	CHO-K1 Ca antag	TAAR1 agonist	CHRM1 antagonist	OXTR potentiate	TAAR1 antagonist	CHO parental Ca	M1 PAM parental	CHRM1 agonist
O=C(CC12CC3CC(CC(C3)C1)C2)NC1CC1	0.2	11	1	-2	-1	3	-9	-19	-1
O=C(COC(=O)c1ccc(Br)cc1)Nc1cccnc1Cl	0.2	-17	2	16	-2	10	-13	7	-3
CNC(=O)C(C)c1ncc(C(F)(F)F)cc1Cl (stereo not given)	-1.0	11	-3	5	1	98*	-13	-15	-4
CCC(C)[C@H](NC(=O)Nc1cccc(OC)c1)C(=O)OC (stereo not given in full)	0.1	-3	5	7	0	-13	-2	7	-4
COc1ccc(NC(=O)CS(=O)c2ccccc2Cl)cc1 (stereo not given)	0.6	-1	0	-9	-12	-3	5	1	-3
COC(=O)c1ccccc1NC(=O)c1ccc(COc2ccc(C)c(C)c2)o1	1.2	-8	7	0	-1	-3	-12	14	-2
COc1ccc(C(=O)/C=C/c2ccsc2)cc1CSCC(=O)O	0.3	7	1	3	-5	-9	-9	-16	-4
CC(C)C[C@H]1CN(CCCC[C@@H]2CNC(=O)C(=O)N2CCc2ccccc2)C(=O)C(=O)N1CCc1ccc(O)cc1	0.1	-7	1	.	.	-26	.	12	.
COc1ccc(NS(=O)(=O)c2ccc(C(=O)N3CCN(c4ccc(F)cc4)CC3)cc2)cc1	16*	1	17	28	-14	43	27*	-7	9
COc1ccc(Br)cc1C(=O)Nc1ccc(Cc2ccncc2)cc1	3.9	-14	3	12	-6	36	-6	11	-6
Cc1ccc(OC(=O)c2cccc([N+](=O)[O-])c2)c(-n2nc3ccccc3n2)c1	-0.3	11	4	0	-6	-19	-6	-9	-5
O=C(NCc1ccc2c(c1)OCO2)c1cccc2c1C(=O)N(C1CCCCC1)C2	0.8	-11	-1	-20	-1	-8	-17	26	8
CCCCSc1nn[nH]n1	-0.1	-15	1	-36	2	5	12	10	1
C[C@H](NC(=O)Cn1cncn1)c1ccccc1	-0.5	-5	11	-1	-5	15	1	0	-1
COC(=O)c1ccc2nc(-c3cccc(N)c3)cn2c1	0.7	-4	3	-12	-2	-9	-4	6	-4
O=C(N/N=C/c1ccccn1)c1cc(-c2ccc(Cl)cc2)nc2ccccc12	0.9	-16	1	-1	-6	3	-17	32	-3
